GPR55 activation – selective activators of receptor GPR55 – imaging, U2OS cells, beta-arrestin-GFP redistribution, primary screen (AID 1961); activation, % at 10 µM; hits with a dose series show EC50 in µM; 290,000 tested, 0.048% active; U2OS GPR55 beta-arrestin-GFP redistribution imaging; higher % means a stronger effect;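 active = activation above 40% with more than 50 cells counted in the well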;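 also: U2OS osteosarcoma cells stably expressing GPR55 and beta-arrestin-GFP; plate controls were DMSO negative control for no effect and LPI positive control for full effect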
Rac1 GTP hydrolysis – MgcRacGAP GTPase-activating activity inhibitors, confirmation, biochemical, ADP Hunter fluorescence; MgcRacGAP-stimulated Rac1 GTP hydrolysis, ADP Hunter fluorescence; higher % means a stronger effect; GST-tagged Rac1 F28L mutant substrate; inhibition, % at 30 µM; hits with a dose series show IC50 in µM; 340,000 tested, 0.6% active;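 active = first-screen hits whose inhibition reached a set limit at any dose in the follow-up dose series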;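 also: fluorescence reports GDP produced by GAP-driven GTP hydrolysis; strong numbers were not always called active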
GPR35 antagonists – inhibition of zaprinast-stimulated GPR35 beta-arrestin translocation – imaging, U2OS, beta-arrestin-GFP, zaprinast agonist, primary screen (AID 2058) | U2OS GPR35 beta-arrestin-GFP translocation imaging, zaprinast antagonism; higher % means a stronger effect | inhibition, % at 10 µM; hits with a dose series show IC50 in µM | 290,000 tested, 0.052% active;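 active = inhibition of at least 50% with at least 30 cells and total cytoplasm GFP at most 10,000,000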
NTR1 ag – agonists of NTR1, primary screen, imaging, U2OS cells, beta-arrestin-GFP, high content (AID 493036); P30989; NTR1-U2OS beta-arrestin-GFP spot imaging, agonist mode; activation, % at 20 µM; 330,000 tested, 0.17% active;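 active = activation at or above 40% of the spot to cytoplasm intensity ratio, with at least 20 cells analyzed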;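 also: 0% = DMSO without peptide and 100% = 100 nM NTR1 peptide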
Target sequence (P30989 whole entry, looked up): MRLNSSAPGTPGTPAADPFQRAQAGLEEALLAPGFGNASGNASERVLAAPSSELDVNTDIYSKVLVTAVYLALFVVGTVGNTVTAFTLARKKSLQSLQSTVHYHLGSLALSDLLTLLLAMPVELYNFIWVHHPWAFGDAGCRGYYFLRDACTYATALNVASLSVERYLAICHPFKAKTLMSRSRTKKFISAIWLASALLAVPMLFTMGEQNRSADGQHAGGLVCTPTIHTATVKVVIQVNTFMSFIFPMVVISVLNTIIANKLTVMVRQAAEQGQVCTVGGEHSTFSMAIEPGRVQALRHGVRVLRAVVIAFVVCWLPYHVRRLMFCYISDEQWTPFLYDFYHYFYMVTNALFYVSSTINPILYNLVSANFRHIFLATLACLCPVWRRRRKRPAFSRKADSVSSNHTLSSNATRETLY
SV40 large T antigen – SV40 large T antigen inhibitors, biochemical (AID 1903); inhibition, % at 20 µM; hits with a dose series show IC50 in µM; SV40 large T antigen ATPase/helicase inhibition assay; higher % means a stronger effect; 310,000 tested, 0.39% active; in the data active = a potency from the dose series; also: strong numbers were not always called active
Yfh1-depleted yeast – mitochondrial function rescue without frataxin homolog – Friedreich's ataxia, plus single-dose screen, dose response (AID 1465); S. cerevisiae Yfh1-off respiration, WST-1 reduction, 72 h; higher fold induction means a stronger effect; one-dose fold induction at 50 µM; EC50 in µM for titrated hits; 220,000 tested, 0.074% active;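 active = fold induction of absorbance versus untreated yeast above a set limit, then at least 30% activation at any dose in follow-up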;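 also: activators that raise dye reduction in frataxin-depleted yeast; strong numbers were not always called active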
AID2073 – disruptors of CaV2.2 binding to Mint1 – biochemical, HTRF (AID 2073) | HTRF protein-protein interaction, Mint1-CaV2.2; higher % means a stronger effect | inhibition, % at 20 µM, or IC50 in µM where a hit was titrated | 290,000 tested, 0.19% active; in the data active = inhibition mostly above about 51%, no sharp cut-off; also: some results filed as inactive read as strong as hits
GPR55 LPI antagonism – inhibition of LPI-stimulated GPR55 beta-arrestin translocation – imaging, U2OS, beta-arrestin-GFP, LPI agonist, primary screen (AID 2013); one-dose inhibition, % at 10 µM; IC50 in µM for titrated hits; 290,000 tested, 0.13% active; U2OS GPR55 beta-arrestin-GFP translocation imaging, LPI antagonism; higher % means a stronger effect;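 active = spots per cell inhibited over 60%, with over 100 cells counted and total cytoplasm intensity under 500,000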;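 also: U2OS cells stably carrying GPR55 and arrestin-GFP stimulated by 5 µM LPI near EC80; imaged beta-arrestin-GFP aggregate spots per cell after agonist stimulation; plate controls were LPI-stimulated DMSO wells for no effect and DMSO wells without LPI for full effect; some results filed as inactive read as strong as hits; confirmed hits need IC50 under 10 µM and bright autofluorescent wells are also inconclusive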
Dengue-2 NS5 capping – flavivirus cap methylation enzyme inhibition – biochemical, confirmation dose response, primary screen (AID 588689). Dengue-2 NS5 methyltransferase capping enzyme assay, biochemical; higher % means a stronger effect. inhibition, % at 25 µM; hits with a dose series show IC50 in µM. 340,000 tested, 0.3% active; in the data active = a potency from the dose series
NTR1 ag cell count 20 µM – also measured in NTR1 ag; calls as there; cell count; measured here: cell count, cytotoxicity flag
Starred values were filed as active, the others as inactive; i = inactive; x = no result given; & = joins results of further samples.

SMILES	GPR55 activation	Rac1 GTP hydrolysis	GPR35 antagonists	NTR1 ag	NTR1 ag cell count 20 µM	SV40 large T antigen	Yfh1-depleted yeast	AID2073	GPR55 LPI antagonism	Dengue-2 NS5 capping
CC#CCN1c2ccccc2[C@]23C[C@@H](C(=O)OC)N=C2NC(C(=O)OC)=C(C(=O)OC)[C@H]13	-0.1%	11%	13%	-0.2	45	8%	i	5%	-18%	-15%
CC(C)NC(=O)c1cc(-c2ccco2)nn1-c1ccc(Cl)cc1	-0.1%	9%	9%	-0.5	75	15%	i	53%	1%	13%
COc1ccc(NC(=O)Nc2ccccc2C)c(OC)c1	-0.1%	8%	3%	1.1	24	6%	i	1%	26%	-5%
COC(=O)C1C(=O)C2=C(CC1C)NC(=O)CC2c1cccc(C)c1 (stereo unspecified)	-0.1%	-2%	8%	-0.4	54	6%	i	-2%	10%	4%
COc1ccc(CNC(C)CCc2ccccc2)cc1 (stereo unspecified)	0.6%	-7%	2%	-0.7	69	3%	x	26%	-4%	1%
O=C(ONC1=NCCCCC1)c1cccc([N+](=O)[O-])c1	0.2%	13%	-10%	0.0	93	1%	i	-1%	12%	-2%
Fc1ccc(C(c2nnnn2C2CCCC2)N2CCN(Cc3ccccc3)CC2)cc1 (stereo unspecified)	-0.2%	0%	18%	x	x	3%	i	0%	-6%	-8%
O=C(CCCN1C(=O)CSc2ncccc21)N1CCN(c2cccc(C(F)(F)F)c2)CC1	-0.1%	12%	5%	-0.9	48	-1%	i	-4%	8%	-3%
Cn1cc(NC(=O)c2cc(NC(=O)c3cc(NC=O)cn3C)cn2C)cc1C(=O)NCCC(=N)N	-0.1%	x	6%	x	x	x	i	7%	0%	x
C/C(=N\NC(=O)c1nnn(-c2nonc2N)c1-c1cccs1)c1ccc(O)cc1	0.2%	15%	-10%	2.7	63	9%	x	4%	16%	-5%
COc1cccc(C2/C(=C(/O)c3ccc(F)cc3)C(=O)C(=O)N2CCN(C)C)c1 (stereo unspecified)	0.2%	8%	8%	-0.2	38	13%	i	-1%	0%	-3%
COC(=O)Cn1c(=O)c(C(=O)CCl)c(N)n(Cc2ccccc2)c1=O	1.0%	8%	-10%	2.3	56	12%	i	5%	5%	-11%
CCOc1ccc(CC(C(N)=O)C(N)=O)cc1CN(C)C	0.2%	4%	-2%	0.4	50	4%	i	6%	12%	-1%
O=C(CC(C(=O)O)P(=O)(c1ccccc1)c1ccccc1)c1ccc(Br)cc1 (stereo unspecified)	-0.1%	3%	0%	4.0	50	9%	i	0%	16%	3%
O=c1[nH]c(C2CCN(S(=O)(=O)c3ccc(C(F)(F)F)cc3)CC2)nc2c1nnn2Cc1cccc(F)c1	-0.2%	-2%	8%	10	55	7%	x	26%	17%	8%
Clc1ccc(-c2nnc(N3CCOCC3)o2)cc1	-0.1%	16%	8%	0.4	48	-3%	i	9%	4%	6%
COC(=O)CN(c1ccccc1F)S(=O)(=O)c1ccc(C)cc1	-0.1%	6%	-3%	-1.1	41	18%	i	28%	0%	x
O=C(Nc1ccc(Cl)cc1)c1ccc2ncsc2c1	0.0%	3%	-6%	2.2	69	7%	x	1%	-2%	-7%
COC(=O)Cc1csc(N)n1	0.2%&-0.3%	8%&3%	0%&-4%	0.6&1.0	59&99	8%&3%	i	9%&-1%	14%&2%	4%&5%
Cc1cc(C(=O)NC2CC(C)(C)Cc3c2cnn3-c2ccccc2)n[nH]1 (stereo unspecified)	-0.1%	6%	8%	-0.1	47	15%	x	28%	6%	-7%
CC1(C)Nc2ccccc2C(=O)N1c1ccc(Br)cc1	x	-7%	x	1.6	48	8%	x	x	x	1%
COc1ccc(S(=O)(=O)N(C)CC(=O)NCC2CCCO2)cc1OC (stereo unspecified)	-0.1%	5%	-5%	-0.3	48	-1%	x	10%	-3%	1%
O=C1CCC(C(=O)N2CCCO2)CN1Cc1cccc(C(F)(F)F)c1 (stereo unspecified)	0.0%	6%	-8%	-0.2	59	x	x	3%	-2%	-1%
CC(C)(C)[C@@H]1C=C(C(N)=O)O[C@H](OCCCCO)C1	x	4%	x	0.4	93	10%	i	x	x	3%
Cn1c(=O)[nH]c(=O)c2c1nc(SCC(O)CCl)n2Cc1ccccc1 (stereo unspecified)	0.5%	6%	-2%	2.7	71	10%	x	-22%	22%	-5%

By substructure, the entries above containing a Cl atom (five)
SMILES	GPR55 activation	Rac1 GTP hydrolysis	GPR35 antagonists	NTR1 ag	NTR1 ag cell count 20 µM	SV40 large T antigen	Yfh1-depleted yeast	AID2073	GPR55 LPI antagonism	Dengue-2 NS5 capping
CC(C)NC(=O)c1cc(-c2ccco2)nn1-c1ccc(Cl)cc1	-0.1%	9%	9%	-0.5	75	15%	i	53%	1%	13%
COC(=O)Cn1c(=O)c(C(=O)CCl)c(N)n(Cc2ccccc2)c1=O	1.0%	8%	-10%	2.3	56	12%	i	5%	5%	-11%
Clc1ccc(-c2nnc(N3CCOCC3)o2)cc1	-0.1%	16%	8%	0.4	48	-3%	i	9%	4%	6%
O=C(Nc1ccc(Cl)cc1)c1ccc2ncsc2c1	0.0%	3%	-6%	2.2	69	7%	x	1%	-2%	-7%
Cn1c(=O)[nH]c(=O)c2c1nc(SCC(O)CCl)n2Cc1ccccc1 (stereo unspecified)	0.5%	6%	-2%	2.7	71	10%	x	-22%	22%	-5%

Next section.
SMILES	GPR55 activation	Rac1 GTP hydrolysis	GPR35 antagonists	NTR1 ag	NTR1 ag cell count 20 µM	SV40 large T antigen	Yfh1-depleted yeast	AID2073	GPR55 LPI antagonism	Dengue-2 NS5 capping
CCN(CC)CC(=O)Nn1c(C)nc2c(ncn2-c2ccccc2)c1=O	-0.2%	8%	-4%	2.6	59	5%	i	0%	-1%	2%
COc1ccccc1C1CC(c2ccccc2)=NN1C(=S)Nc1ccccc1 (stereo unspecified)	-0.2%	7%	-4%	1.1	59	3%	i	9%	4%	-4%
CCN1C(=O)C2C(c3ccc(O)c(OC)c3)NC(C)(C(=O)OC)C2C1=O (stereo unspecified)	0.2%	5%	13%	-3.2	85	5%	i	-8%	-6%	-2%
C(=N\N(Cc1ccccc1)c1ccccc1)/c1ccco1	-0.3%	14%	-8%	1.5	87	16%	i	13%	0%	-9%
O=C(N/N=C/c1cc([N+](=O)[O-])ccc1O)C1C2CCCCC21 (stereo unspecified)	0.2%	x	-7%	-2.1	70	-6%	i	-4%	0%	x
CS(=O)(=O)c1ccc(Cl)c(NC(=O)Cc2c(F)cccc2Cl)c1	-0.1%	11%	8%	4.3	41	5%	i	12%	10%	-4%
CCS(=O)(=O)NCC(c1ccco1)N1CCN(c2ccccc2F)CC1 (stereo unspecified)	-0.4%	13%	-11%	0.5	67	-1%	i	-6%	7%	-4%
COc1ccc(CCNC(=O)CSc2nn3c(=O)c(C)nnc3s2)cc1OC	-0.1%	5%	12%	0.7	68	10%	x	6%	94%	17%
C=CCOc1ccc2c(c1)C(=NO)c1cc(OCC=C)ccc1-2	0.0%	12%	-1%	18	41	-2%	i	6%	2%	-7%
COc1cccc(Nc2ccc([N+](=O)[O-])c3nonc23)c1	0.3%	9%	-11%	-0.6	59	11%	x	-3%	-13%	-49%
COc1ccc(C(CC(=O)c2ccccc2)CC(=O)c2ccccc2)cc1	0.4%	-16%	5%	1.1	56	20%	i	-5%	7%	8%
CS(=O)(=O)N1CCN(S(=O)(=O)c2ccccc2[N+](=O)[O-])CC1	0.2%	8%	4%	0.0	71	25%	i	-9%	-4%	0%
CCOC(=O)c1csc(-c2snnc2C)n1	0.5%	8%	2%	0.4	53	6%	i	-10%	-2%	-8%
Nc1c(C(=O)c2ccco2)oc2ccccc12	1.2%	x	6%	-1.6	26	6%	i	34%	-6%	x
CC(C)(C)OC(=O)NCC(=O)N1CCC(C(=O)O)CC1	0.1%	0%	5%	1.3	40	6%	i	2%	-7%	-9%
C=CCn1c(-c2csc(-c3ccc(OC)c(OC)c3)n2)n[nH]c1=S	0.1%	5%	20%	1.8	52	0%	i	29%	9%	-3%
CCC(Oc1ccccc1)C(=O)Nc1ccccc1C(=O)N1CCCCC1 (stereo unspecified)	0.0%	4%	9%	1.0	71	11%	x	-6%	13%	-1%
Cc1cc(C)c(C#N)c(SCc2ccccc2F)n1	-0.1%	10%	0%	6.7	50	-1%	i	-8%	6%	0%
COc1ccc(S(=O)(=O)Cc2ccc(C(=O)NCCCN(C)c3ccccc3)o2)cc1	0.0%	-9%	-7%	-0.3	83	1%	i	-8%	31%	18%
Cc1occc1C(=O)NCc1cccc(CNC(=O)c2ccoc2C)c1	-0.4%	23%	-8%	-1.9	105	24%	i	15%	20%	2%
CCOc1ccc(CN2CCN(CC3CC3)CC2CCO)cc1 (stereo unspecified)	-0.1%	-2%	8%	0.9	59	13%	x	9%	0%	-16%
CC(OC(=O)CCc1nc2ccccc2c(=O)[nH]1)C(=O)Nc1ncc(Cl)cc1Cl (stereo unspecified)	1.1%	x	-2%	1.2	45	8%	i	8%	-3%	x
c1ccc(Nc2ccccc2)cc1	x	4%	x	-0.3	58	12%	x	x	x	-4%
O=C(OCC(=O)N1CCCC1=O)c1ccc(O)cc1O	x	6%	x	0.3	72	13%	x	x	x	-2%
CC(=O)N1CCCc2ccccc21	0.0%	-4%	-1%	0.9	44	1%	i	-1%	3%	1%
(listing goes on)
SMILES	GPR55 activation	Rac1 GTP hydrolysis	GPR35 antagonists	NTR1 ag	NTR1 ag cell count 20 µM	SV40 large T antigen	Yfh1-depleted yeast	AID2073	GPR55 LPI antagonism	Dengue-2 NS5 capping
Cc1ccc(C(=O)N2CCc3ccccc32)cc1NC(=O)c1ccco1	-0.3%	6%	13%	1.5	69	4%	i	-1%	3%	4%
CCOCCN1CCN(c2c3c(nc4cc(-c5ccc(F)cc5)nn24)CCC3)CC1	1.5%	8%	9%	x	x	-1%	i	12%	16%	1%
O=C(CSc1nnc(CNC(=O)c2ccccc2)o1)Nc1ccc2c(c1)OCO2	-0.1%	4%	0%	-0.2	55	11%	x	16%	12%	0%
COc1cccc(NC(=O)N2CCCC2C(=O)NC(C)C)c1 (stereo unspecified)	-0.2%	7%	2%	-0.2	91	1%	i	1%	-10%	-1%
O=C(CNC(=S)N(Cc1ccccc1)Cc1ccccc1F)NCCc1ccc(Cl)cc1	-0.3%	15%	0%	16	56	-2%	i	5%	4%	-1%
COc1ccc(Cc2nc3ccccc3n2C)cc1	-0.5%	6%	-5%	0.8	59	-16%	i	-8%	-1%	1%
O=C(NNC(=O)c1cc2cc(OC(F)(F)F)ccc2[nH]1)c1cccc(C(F)(F)F)c1	0.0%	-4%	0%	-1.0	59	24%	i	12%	6%	-10%
CCn1c(CC(=O)Nc2ccc(F)cc2)nnc1SCC(=O)N1CCOCC1	-0.1%	6%	9%	3.2	23	5%	x	-2%	6%	-11%
Cc1ccn2cc(CCNS(=O)(=O)c3ccc4c(c3)CCCC4)nc2c1	-0.3%	9%	1%	-0.4	101	5%	i	-3%	4%	-5%

Screens from PubChem BioAssay.
